DT40 TDP1 CPT – growth inhibition of DT40 Tdp1-/-;hTDP1 cells with camptothecin (screen for TDP1 inhibitors) | chicken DT40 Tdp1-/-;hTDP1 cells + 20 nM CPT, ATP luminescence, 48 h | Potency, µM (doses to about 46.2 µM), inactives show top-dose activity change, negative = growth inhibition, actives largely listed as inhibitors | 420,000 compounds, 12% hits | AID 686979; also: nearly all actives have a fitted effect of over 55% in size
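Chicken DT40 Tdp1-/- cells complemented with human TDP1, 400 cells/well, exposed to compounds plus 20 nM camptothecin for at least 48 h at 37 C; viability read as ATP content by CellTiter-Glo luminescence.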
TDP1 block – inhibitors of human tyrosyl-DNA phosphodiesterase TDP1; Q9NUW8; recombinant TDP1, AlphaScreen DNA substrate cleavage; Potency, µM (doses to about 130 µM), without a hit: at the highest dose activity change, negative = inhibition, usual class: inhibitors; 350,000 compounds, 0.28% hits; AID 485290; also: nearly all actives have a fitted effect of over 40% in size
Target sequence (Q9NUW8 whole entry, looked up): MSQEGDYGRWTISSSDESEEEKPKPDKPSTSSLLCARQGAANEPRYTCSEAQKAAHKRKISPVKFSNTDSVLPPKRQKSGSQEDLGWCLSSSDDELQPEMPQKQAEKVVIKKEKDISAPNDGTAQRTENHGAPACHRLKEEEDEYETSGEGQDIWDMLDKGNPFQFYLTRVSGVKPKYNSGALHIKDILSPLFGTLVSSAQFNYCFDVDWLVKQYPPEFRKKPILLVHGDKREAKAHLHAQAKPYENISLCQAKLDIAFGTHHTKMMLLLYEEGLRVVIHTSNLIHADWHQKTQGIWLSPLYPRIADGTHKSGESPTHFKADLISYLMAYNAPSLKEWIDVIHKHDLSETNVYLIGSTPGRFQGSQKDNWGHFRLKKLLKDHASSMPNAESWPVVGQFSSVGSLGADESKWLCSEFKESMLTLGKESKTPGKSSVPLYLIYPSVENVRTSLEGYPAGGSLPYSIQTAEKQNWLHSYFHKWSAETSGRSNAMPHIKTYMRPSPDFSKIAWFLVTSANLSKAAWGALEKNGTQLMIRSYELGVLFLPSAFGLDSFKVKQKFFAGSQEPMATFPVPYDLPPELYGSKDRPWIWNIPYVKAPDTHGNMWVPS
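Tdp1 1 nM final; 15 min RT w/ cpd; substrate 15 nM, 5 min; beads 10 ug/ml, 10 min; AlphaScreen read. Neg ctrl: no enzyme.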
DT40 TDP1 no CPT – qHTS for Inhibitors of human tyrosyl-DNA phosphodiesterase 1 (TDP1): qHTS in cells in absence of CPT; DT40 Tdp1-/- hTDP1 cells, no CPT, ATP luminescence, 48 h; Potency, µM (top dose mostly 46.2 µM), for inactives: top-dose activity change, negative = growth inhibition, hits mostly inhibitors; 420,000 compounds, 15% hits; also: nearly all actives have a fitted effect of over 55% in size
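Chicken DT40 Tdp1-/- cells stably complemented with human TDP1 were seeded at 400 cells/well with DMSO in place of 20 nM camptothecin. After compound pinning, cells grew at least 48 hr at 37 °C; viability read by CellTiter-Glo luminescence.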
* = called active by the depositor; [ ] = dose if it differs, or a comment. Calls follow the shape of the dose curve; as a rule, active = well fitted curve in the direction sought with a large enough effect; inconclusive = small, poorly fitted or top-dose-only effect, or another doubt; inactive = no such curve, though single readings can be large; an effect the other way counts as inactive or inconclusive. % is scaled to controls: 0 for no effect and ±100 for the full control effect; potency is read from the fitted curve at half-maximal effect. This is a random part of the collection; 18% or so of the library scored in one or more.

`O=C(CN1C(=O)NC2(CCCCC2)C1=O)Nc1nc2c(F)cc(F)cc2s1` gave DT40 TDP1 CPT inconclusive, TDP1 block -8.4% and DT40 TDP1 no CPT inconclusive.
Screening COC(=O)c1cc(C(=O)Nc2ccc(S(N)(=O)=O)cc2)cc([N+](=O)[O-])c1 returned DT40 TDP1 CPT 2.5%, TDP1 block 2.5% and DT40 TDP1 no CPT -10.0%.
`CCOC(=O)c1cccc(NC(=O)CCc2c(C)nc3ncnn3c2C)c1` gave DT40 TDP1 CPT 3.1%, TDP1 block 2.0% and DT40 TDP1 no CPT 2.0%.
`COc1cc(C=O)c(Br)cc1OC1CCCC1` gave DT40 TDP1 CPT 1.0%, TDP1 block 2.8% and DT40 TDP1 no CPT inconclusive.
For O=C(NCc1cccnc1)C1c2ccccc2C(=O)N1Cc1ccco1 (stereo not given) the results were DT40 TDP1 CPT 3.2%, TDP1 block 2.3% and DT40 TDP1 no CPT 2.9%.
For N#CCCN(C(=O)Nc1ccc(Cl)c(Cl)c1)c1ccccc1 the results were DT40 TDP1 CPT -18.4%, TDP1 block 2.5% and DT40 TDP1 no CPT -29.6%.
Screening C=CCn1c[n+](CC(=O)c2ccc(Br)s2)c2ccccc21 returned DT40 TDP1 CPT 20.6µM*, TDP1 block 4.8% and DT40 TDP1 no CPT 11.6µM*.
Screening CCCn1c(SCC(=O)c2ccc3c(c2)OCCO3)nnc1C(C)C returned DT40 TDP1 CPT 23.1µM*, TDP1 block 5.3% and DT40 TDP1 no CPT 20.6µM*.
For CC(C)(C)C(=O)N1CCC(O)(CS(=O)(=O)Cc2ccc(Cl)cc2)CC1 the results were DT40 TDP1 CPT -14.2%, TDP1 block 0.0% and DT40 TDP1 no CPT -2.6%.
For CCc1nc2c(OCc3ccc(C(=O)OC)cc3)cccn2c1N(C)C(=O)CC(C)C the results were DT40 TDP1 CPT inconclusive and DT40 TDP1 no CPT inconclusive.
`O=C(c1cccs1)N1CCC(C(=O)N2CCN(Cc3ccc4c(c3)OCO4)CC2)CC1` gave DT40 TDP1 CPT 0.7%, TDP1 block 0.0% and DT40 TDP1 no CPT -22.5%.
`CCN1CCN(S(=O)(=O)c2ccc(S(=O)(=O)N(CC)Cc3ccccc3)cc2)CC1` gave DT40 TDP1 CPT inconclusive, TDP1 block 0.0% and DT40 TDP1 no CPT inconclusive.
Screening O=S(=O)(c1ccccc1Cl)N1CCCC1c1nc(-c2cccc(Cl)c2)no1 (stereo not given) returned DT40 TDP1 CPT inconclusive, TDP1 block 0.0% and DT40 TDP1 no CPT -14.2%.
Screening CCCc1ccc(OCC(O)CN2CCN(c3ccccn3)CC2)cc1 (stereo not given) returned DT40 TDP1 CPT inconclusive, TDP1 block 7.0% and DT40 TDP1 no CPT 13.4%.
`c1csc(-c2nc3ccccc3[nH]2)c1` gave DT40 TDP1 CPT -22.2%, TDP1 block 7.5% and DT40 TDP1 no CPT -21.7%.
For C=CCN1C(=O)/C(=C/C=C2/N(CC)c3ccc(S(=O)(=O)N(C)C)cc3N2CC)SC1=S the results were DT40 TDP1 CPT inconclusive, TDP1 block 7.2% and DT40 TDP1 no CPT inconclusive.
For COC(=O)c1sccc1NC(=O)c1ccc(C)o1 the results were DT40 TDP1 CPT -21.2%, TDP1 block 5.9% and DT40 TDP1 no CPT -28.3%.
`Cc1ccc(Cl)cc1NC(=O)CN1C(=O)c2cccc3cccc1c23` gave DT40 TDP1 CPT -0.9%, TDP1 block -2.1% and DT40 TDP1 no CPT -9.0%.
O=C(NCc1ccncc1)C12CC3CC(CC(Cl)(C3)C1)C2 was read as DT40 TDP1 CPT -11.6% and DT40 TDP1 no CPT -12.8%.
For CC(=O)c1ccc(-n2nnnc2SCC(=O)N2CCN(C(=O)c3ccco3)CC2)cc1 the results were DT40 TDP1 CPT -18.4%, TDP1 block -1.0% and DT40 TDP1 no CPT -25.4%.
C/C(CCc1oc2c(Br)cc(Br)cc2c1-c1ccc(C)o1)=N\O was read as DT40 TDP1 CPT 16.4µM*, TDP1 block 6.5%[56.1 µM] and DT40 TDP1 no CPT 18.4µM*.
Screening CCC(C)NC(=O)CC1Oc2ccc(Cl)cc2NC1=O (stereo not given) returned DT40 TDP1 CPT -8.0%, TDP1 block 1.0% and DT40 TDP1 no CPT inconclusive.
`CCCc1[nH]nc2c1C(/C(C)=C/c1ccccc1)C(C#N)=C(N)O2` (stereo not given) gave DT40 TDP1 CPT inconclusive, TDP1 block 4.1% and DT40 TDP1 no CPT -27.5%.
CC(=O)C1=C(O)C(=O)N(CC#N)C1c1cccs1 (stereo not given) was read as DT40 TDP1 CPT -11.5% and DT40 TDP1 no CPT -17.4%.
For O=C(Nc1nnc(CSCc2ccc(Cl)cc2)s1)c1cccc([N+](=O)[O-])c1 the results were DT40 TDP1 CPT -2.5%, TDP1 block 1.8% and DT40 TDP1 no CPT inconclusive.
O=C(Cn1cnc2c(nc3n2CCCCC3)c1=O)Nc1ccc(F)cc1 was read as DT40 TDP1 CPT -6.0%, TDP1 block 5.0% and DT40 TDP1 no CPT -2.7%.
Cc1[nH]c2ccccc2c1/C=C/c1nc2ccccc2c(=O)n1CCO was read as DT40 TDP1 CPT 6.51µM*, TDP1 block -9.6% and DT40 TDP1 no CPT 4.61µM*.
`O=S(=O)(O)c1cc(O)c2c(N=Nc3ccc(Nc4ccccc4)c4c(S(=O)(=O)O)cccc34)cc(S(=O)(=O)O)cc2c1` gave DT40 TDP1 CPT 18.8µM*, TDP1 block 9.1% and DT40 TDP1 no CPT 13.3µM*.
`COc1ccc(-c2cc3nc(-c4ccccc4)cc(N4CCC(O)CC4)n3n2)cc1` gave DT40 TDP1 CPT inconclusive, TDP1 block 0.0% and DT40 TDP1 no CPT inconclusive.
`Cn1ccc2c(N3CCCC3)cc3c(c21)C1CCC3C1` (stereo not given) gave DT40 TDP1 CPT 20.6µM* and DT40 TDP1 no CPT 14.6µM*.
For Cc1cc(=O)oc2cc(OC(C)C(=O)NC3(C#N)CCCCC3)ccc12 (stereo not given) the results were DT40 TDP1 CPT 5.7%, TDP1 block 0.0% and DT40 TDP1 no CPT -1.0%.
Screening COc1cc(NC(=O)c2cccs2)ccc1NC(=O)c1ccccc1Cl returned DT40 TDP1 CPT -14.7%, TDP1 block 2.6% and DT40 TDP1 no CPT -19.8%.
CCN(CC)S(=O)(=O)c1ccc(NC(=O)CNC2CCCCC2)cc1 was read as DT40 TDP1 CPT inconclusive and DT40 TDP1 no CPT -28.5%.
For Cc1ccc(CN2CCC(n3nccc3NC(=O)C3CCOC3)CC2)cc1 (stereo not given) the results were DT40 TDP1 CPT 0.4%, TDP1 block 3.6% and DT40 TDP1 no CPT 1.8%.
`O=C(Nc1nc(COc2ccccc2)cs1)C1CCC1` gave DT40 TDP1 CPT 23.1µM*, TDP1 block 3.3%[56.1 µM] and DT40 TDP1 no CPT 16.4µM*.
Screening O=C(c1ccc2c(c1)OCCO2)N1CCCCC1 returned DT40 TDP1 CPT 4.3%, TDP1 block 5.6% and DT40 TDP1 no CPT -5.6%.
`CCCNC(=O)C(CC)NC(=O)c1ccc(C#N)cc1` (stereo not given) gave DT40 TDP1 CPT -4.4%, TDP1 block 0.3% and DT40 TDP1 no CPT -1.9%.
`CCN(CC(=O)Nc1ccc(OC)cc1)CC(=O)Nc1ccc(Cl)cc1F` gave DT40 TDP1 CPT -9.1%, TDP1 block -1.2% and DT40 TDP1 no CPT -7.2%.
Cc1ccc(C(=O)N/C(=C\c2cccs2)C(=O)NC2CCCCC2)cc1 was read as DT40 TDP1 CPT inconclusive, TDP1 block 0.5% and DT40 TDP1 no CPT -26.8%.
For COc1cccc(NC(=O)Cn2c(=O)n(-c3ccccc3)c(=O)c3sccc32)c1 the results were DT40 TDP1 CPT inconclusive, TDP1 block 5.8% and DT40 TDP1 no CPT 13µM*.

The last 7 records of the part above lead into the next:
For Cc1ccc(CN2CCC(n3nccc3NC(=O)C3CCOC3)CC2)cc1 (stereo not given) the results were DT40 TDP1 CPT 0.4%, TDP1 block 3.6% and DT40 TDP1 no CPT 1.8%.
`O=C(Nc1nc(COc2ccccc2)cs1)C1CCC1` gave DT40 TDP1 CPT 23.1µM*, TDP1 block 3.3%[56.1 µM] and DT40 TDP1 no CPT 16.4µM*.
Screening O=C(c1ccc2c(c1)OCCO2)N1CCCCC1 returned DT40 TDP1 CPT 4.3%, TDP1 block 5.6% and DT40 TDP1 no CPT -5.6%.
`CCCNC(=O)C(CC)NC(=O)c1ccc(C#N)cc1` (stereo not given) gave DT40 TDP1 CPT -4.4%, TDP1 block 0.3% and DT40 TDP1 no CPT -1.9%.
`CCN(CC(=O)Nc1ccc(OC)cc1)CC(=O)Nc1ccc(Cl)cc1F` gave DT40 TDP1 CPT -9.1%, TDP1 block -1.2% and DT40 TDP1 no CPT -7.2%.
Cc1ccc(C(=O)N/C(=C\c2cccs2)C(=O)NC2CCCCC2)cc1 was read as DT40 TDP1 CPT inconclusive, TDP1 block 0.5% and DT40 TDP1 no CPT -26.8%.
For COc1cccc(NC(=O)Cn2c(=O)n(-c3ccccc3)c(=O)c3sccc32)c1 the results were DT40 TDP1 CPT inconclusive, TDP1 block 5.8% and DT40 TDP1 no CPT 13µM*.
For CC(=O)Nc1ccc(N2C(=O)CC(c3ccccc3)CC2=O)cc1 the results were DT40 TDP1 CPT -16.2%, TDP1 block 1.0% and DT40 TDP1 no CPT -18.5%.
For CCCc1nnc(NC(=O)C(C)N2C(=O)C3C4C=CC(C4)C3C2=O)s1 (stereo not given) the results were DT40 TDP1 CPT -6.2%, TDP1 block 6.7% and DT40 TDP1 no CPT -10.0%.
`Cc1ccccc1OCC(O)COc1ccccc1C` gave DT40 TDP1 CPT inconclusive and DT40 TDP1 no CPT 20.6µM*.
For COc1ccc(CCNC(=O)c2nn(C)cc2Cl)cc1 the results were DT40 TDP1 CPT -5.1%, TDP1 block -2.8% and DT40 TDP1 no CPT -16.4%.
For CC(=O)c1cc2c(cc1NC(=O)C1CCC1)OCO2 the results were DT40 TDP1 CPT 25.4%, TDP1 block 4.8% and DT40 TDP1 no CPT -12.1%.
For Cc1ccc2nc(C3CCN(C(=O)NCc4ccccc4)CC3)[nH]c2c1 the results were DT40 TDP1 CPT -24.3%, TDP1 block -1.0% and DT40 TDP1 no CPT -13.9%.
CC(/C=C/c1ccc(Cl)o1)=C\C(=O)O was read as DT40 TDP1 CPT -6.8%, TDP1 block -11.7% and DT40 TDP1 no CPT -4.1%.
Screening CC(=O)COc1ccccc1OC(=O)c1ccco1 returned DT40 TDP1 CPT -0.5%, TDP1 block 0.0% and DT40 TDP1 no CPT 12.5%.
Screening CC1CCN(C(=O)COC(=O)C2CCN(S(=O)(=O)c3c(Cl)cccc3Cl)CC2)CC1 returned DT40 TDP1 CPT inconclusive, TDP1 block 2.4% and DT40 TDP1 no CPT -4.0%.
Screening COC(=O)[C@@]12C[C@@H](CC(=O)NCCc3ccccc3OC)C(=O)N(Cc3cccc4ccccc34)C1=CCC(C)(C)C2 returned DT40 TDP1 CPT inconclusive and DT40 TDP1 no CPT inconclusive.
CCOC(=O)c1cc(C#N)c(C)nc1N(CC)CC was read as DT40 TDP1 CPT 14.6%, TDP1 block -7.5% and DT40 TDP1 no CPT -5.5%.
`COCCNC(=O)c1cc2c(=O)[nH]c3ccccc3c2s1` gave DT40 TDP1 CPT 35.2%[activator] and DT40 TDP1 no CPT -8.2%.
`CCOc1ccccc1OCC(=O)NN=C1CCCC(=O)C1` gave DT40 TDP1 CPT 6.8%, TDP1 block 0.0% and DT40 TDP1 no CPT -2.0%.
`CN(C)CC(C)(C)CNC(=S)Nc1ccc(S(=O)(=O)N2CCOCC2)cc1` gave DT40 TDP1 CPT -11.8%, TDP1 block -0.6% and DT40 TDP1 no CPT inconclusive.
`CCn1ncc(CN2CCC(Oc3cc(C(=O)NC4CC4)ccc3OC)CC2)c1C` gave DT40 TDP1 CPT 7.4%, TDP1 block 0.4% and DT40 TDP1 no CPT -13.0%.
Screening Cc1nn2c(=O)cc(COc3ccc(/C=C(\C#N)C(=O)Nc4ccccc4)cc3Cl)nc2s1 returned DT40 TDP1 CPT -10.1% and DT40 TDP1 no CPT 20.6µM*.
`Cn1c(COc2ccc(C(=O)O)cc2)nc2ccccc21` gave DT40 TDP1 CPT -13.1% and DT40 TDP1 no CPT 0.5%.
Screening CCOc1ccc(/C=C2\SC(=S)N(CCC(=O)N(CCO)c3ccccc3)C2=O)cc1 returned DT40 TDP1 CPT inconclusive and DT40 TDP1 no CPT inconclusive.
`Cn1cc(CN2CCC(CO)CC2)c(-c2ccc(Oc3ccccc3)cc2)n1` gave DT40 TDP1 CPT inconclusive, TDP1 block -2.4% and DT40 TDP1 no CPT inconclusive.

Assay outcomes (PubChem BioAssay)
